L major viab: Leishmania major promastigote growth inhibition, primary screen; Leishmania major promastigotes, resazurin fluorescence viability; inhibition, % at 10 µM; 200,000 tested, 9% active; in the data active = inhibition above about 50%;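 also: promastigotes grown with compound for 44 hours at 28 °C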
S1P3 antagonist: S1P3 receptor antagonists, primary screen, cell-based; inhibition, % at 4.98 µM; Sphingosine 1-phosphate receptor 3 (Homo sapiens), Q99500; CHO S1P3 NFAT-BLA reporter, FRET fluorescence, antagonist mode; AID 485, 2006; 170,000 tested, 0.27% active;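 active = inhibition above the plate cutoff, the mean inhibition of test wells on that plate plus 3 SD, cut at about 28% in these data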;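 also: cells challenged with S1P at its EC80 of 0.8 µM; blue over green emission ratio from cleaved BLA substrate after 4 h stimulation; 0% = S1P-stimulated wells and 100% = unstimulated DMSO-only wells; some compounds past the cut are filed as inactive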
Target sequence (Q99500 whole entry, looked up): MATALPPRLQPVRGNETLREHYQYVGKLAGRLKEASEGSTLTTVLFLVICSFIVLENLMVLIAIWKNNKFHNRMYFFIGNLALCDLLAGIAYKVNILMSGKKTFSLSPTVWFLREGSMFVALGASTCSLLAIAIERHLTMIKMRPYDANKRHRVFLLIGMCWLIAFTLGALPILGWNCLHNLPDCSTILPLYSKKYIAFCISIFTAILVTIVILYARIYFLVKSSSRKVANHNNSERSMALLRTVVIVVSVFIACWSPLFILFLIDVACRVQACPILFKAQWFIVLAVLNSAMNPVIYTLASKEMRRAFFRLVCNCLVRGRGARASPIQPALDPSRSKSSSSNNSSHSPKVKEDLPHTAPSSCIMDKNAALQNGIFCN
Redox H2O2 prof: compounds producing H2O2 with reducing agent – biochemical, NIH compound library profiling, artefact control for MLSCN library redox annotation, primary screen; AID 878, 2007; 200,000 tested, 0.03% active; DTT-dependent redox cycling H2O2, phenol red/HRP absorbance; 100% = 100 µM peroxide control, 0% = buffer; activation, % at 10 µM;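 active = activation of at least 50% relative to the plate's high and low controls in the primary single-dose screen; inactive = activation below 50%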;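 also: compound incubated with DTT at 0.8 mM final as the reducing agent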
RAM network inh: inhibitors of the yeast RAM network, primary screen, dse1pr::URA3 reporter, 5-FOA selection | S. cerevisiae dse1pr::URA3 reporter, 5-FOA growth OD615, 2 d; analog-sensitive cbk1-as2 kinase mutant strain | inhibition, % at 50 µM | 190,000 tested, 1.8% active;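 active = inhibition above a set limit, 3 SD over mean compound inhibition, cut at about 8.4% in these data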;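 also: 0% = DMSO-only wells with no growth and 100% = 10 µM 1-NA-PP1 full growth; inhibition rescues growth on 5-FOA so higher OD means more RAM inhibition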
Efa HMGR inh: inhibitors of E. faecalis class II HMGR, primary screen, biochemical, Enterococcus faecalis. HMG-CoA reductase (Enterococcus faecalis, mvaE). purified E. faecalis HMGR, NADPH absorbance 340 nm kinetic. inhibition, % at 10 µM. 190,000 tested, 0.41% active. AID 1066, 2008;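 active = inhibition above a set limit, the median over all tested compounds plus 3 SD, cut at about 9.5% in these data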;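 also: enzyme runs in reverse so mevalonate oxidation gives rising NADPH absorbance; 0% = complete reaction with DMSO and 100% = background rate lacking mevalonate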
PPARg SRC-3 ag: PPARgamma agonists recruiting SRC-3 coactivator, primary screen, biochemical | 200,000 tested, 0.26% active | activation, % at 8 µM | biochemical PPARgamma/SRC-3 coactivator recruitment assay; in the data active = activation above about 23%;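 also: 0% = DMSO and 100% = reference agonist; some compounds past the cut are filed as inactive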
Target sequence (P37231 whole entry, looked up): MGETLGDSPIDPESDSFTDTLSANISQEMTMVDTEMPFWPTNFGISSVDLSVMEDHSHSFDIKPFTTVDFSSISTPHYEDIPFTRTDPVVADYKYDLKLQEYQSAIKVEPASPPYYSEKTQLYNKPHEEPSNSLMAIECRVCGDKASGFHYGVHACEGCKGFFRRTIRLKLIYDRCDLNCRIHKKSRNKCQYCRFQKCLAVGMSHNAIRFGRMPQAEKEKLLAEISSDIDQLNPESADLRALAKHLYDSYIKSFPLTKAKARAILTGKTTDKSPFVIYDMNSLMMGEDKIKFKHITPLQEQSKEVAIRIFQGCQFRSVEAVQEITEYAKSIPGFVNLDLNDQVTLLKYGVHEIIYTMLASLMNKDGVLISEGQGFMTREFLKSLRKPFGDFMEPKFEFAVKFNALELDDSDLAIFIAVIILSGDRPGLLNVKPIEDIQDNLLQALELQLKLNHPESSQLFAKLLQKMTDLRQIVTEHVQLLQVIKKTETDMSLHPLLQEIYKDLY
PPARg SRC2 recr: agonists of PPARg-SRC-2 recruitment, primary screen, biochemical, HTS | 200,000 tested, 0.34% active | PPARgamma LBD-SRC-2 recruitment | activation, % at 8 µM | Peroxisome proliferator-activated receptor gamma (Homo sapiens), P37231 | AID 1032, 2008; in the data active = activation above about 22%;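 also: 0% = vehicle and 100% = reference agonist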
PPARg SRC-1 ag: PPARgamma agonists recruiting SRC-1 coactivator, primary screen, biochemical. activation, % at 8 µM. PPARgamma-SRC-1 coactivator recruitment biochemical assay. 200,000 tested, 0.41% active; in the data active = activation above about 19%;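 also: 0% = DMSO and 100% = reference agonist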
ROMK mod: ROMK potassium channel modulators, primary screen, cell-based, thallium flux, MLSMR library; ATP-sensitive inward rectifier potassium channel 1 (Homo sapiens), P48048; Tet-inducible ROMK, thallium flux fluorescence; actives lie on both sides; B-score at 10 µM; 130,000 tested, 2% active; AID 1918, 2009;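 active = signal ratio slope over the read window, or its plate-corrected B-score, at least 3 SD from the plate mean, either direction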;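 also: B-score of the F/F0 ratio slope over 7 to 12 s after thallium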
bIAP inhibitor: bovine intestinal alkaline phosphatase inhibitors, primary screen, selectivity assay for TNAP inhibitor project, biochemical, bovine IAP, CDP-star luminescence. 190,000 tested, under 10 active. purified bovine IAP, 30 min. inhibition, % at 20 µM. alkaline phosphatase, intestinal [Bos taurus];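 active = over 50% inhibition of intestinal alkaline phosphatase at 20 µM in the single-dose screen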
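System: purified bovine intestinal alkaline phosphatase (IAP) enzyme; Input: IAP diluted 1/65,000,000 in the well; Measured by: CDP-star luminescence signal; Compound dosing: 20 µM single dose; Incubation: 30 min reaction at room temperature.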
TR-FRET SRC-2 ct: TR-FRET signal artefacts, primary screen, artefact control for PPARgamma SRC-2 agonist project, biochemical; TR-FRET artefact counter-screen; active compounds read high; TR-FRET ratio at 8 µM; 200,000 tested, 0.4% active; AID 1049, 2008; in the data active = TR-FRET ratio above about 2000; also: inactives centre near 1500
An asterisk follows results filed as active; / = no result given.

mol,PPARg SRC-1 ag,L major viab,Efa HMGR inh,PPARg SRC-3 ag,PPARg SRC2 recr,ROMK mod,bIAP inhibitor,S1P3 antagonist,TR-FRET SRC-2 ct,Redox H2O2 prof,RAM network inh
CCOC(=O)CN1C(=O)N[C@@H](c2ccc(Br)cc2)C(C(C)=O)=C1C,2,-4,-7,2,7,-0.013,5,3,1649,0.3,1.3
Cc1cc(C)n(CNc2nc(C(F)(F)F)cs2)n1,-2,10,-3,-3,-3,0.45,2,18,1325,1.6,-0.3
O=C(OCC(=O)N1CCc2ccccc21)c1ccc[n+]([O-])c1,0,-6,-5,-1,-1,-0.58,0,/,1553,-0.1,3.1
Cc1ccc2oc(-c3cccc(NC(=O)Cn4cnc5c(=O)n(C)c(=O)n(C)c54)c3)nc2c1,-1,-2,0,8,5,-0.16,3,1,1533,0.7,3.8
COc1ccc(N(C(=O)c2ccco2)C(C(=O)NC2CCCCC2)c2cccs2)cc1OC (stereo not drawn),0,-1,-6,11,13,-0.042,-3,/,1508,0.6,0.5
CCOc1ccccc1NC(C)C(=O)Nc1cc(C(F)(F)F)ccc1N1CCOCC1 (stereo not drawn),-2,3,0,-5,-2,/,19,-1,1342,0.9,5.2
CCOC(=O)c1c(C)n(C)c2ccc(OC)c(NC(=O)CN3CCSCC3)c12,0,-2,1,-3,4,0.96,-2,/,1626,-0.2,0.4
C=CCNC(=O)C(=O)c1cccn1-c1ccsc1C(=O)OC,-2,-5,2,-2,5,-0.31,0,/,1541,0.0,0.0
CCCCNC(=O)C1c2ccccc2C(=O)N(c2ccc(OC)cc2)C1c1ccc(OC)cc1 (stereo not drawn),2,45,5,-14,-9,0.48,-28,/,1488,0.2,0.4
O=C(Cc1ccccc1)NCc1cccnc1,6,-2,-1,-2,-4,0.37,-3,-12,1611,-0.3,0.0
Cc1ccccc1NC(=O)C1c2cccc[n+]2CC(=O)N1Cc1ccc2c(c1)OCO2 (stereo not drawn),-5,-2,0,-3,-1,/,6,-3,1429,-0.1,-0.4
CC1=NN(c2ccc(C(=O)O)cc2)C(=O)/C1=C\c1ccc(OC(=O)c2cccs2)cc1,14,-2,-4,3,7,1.4,0,-4,1750,-0.6,1.1
CCOC(=O)N1CCN(C(=O)c2cnc(Nc3ccccc3OC)c3ccccc23)CC1,2,-5,-4,6,8,/,-6,/,1738,-3.2,0.2
O=C(Cc1ccccc1)NN1C(=O)C2C3C=CC([C@@H]2C1=O)C31CC1 (stereo partly drawn),-5,-7,-3,2,7,-0.072,4,-8,1696,0.1,0.7
Cc1cc(C(F)(F)F)nc(-n2cc(-c3ccccc3)nn2)n1,2,-1,-5,-1,7,2,14,-1,1631,0.7,-1.2
Cc1ccc(CNC(=O)c2ccc3c(=O)[nH]c4c(C(=O)NCC5CCCO5)sc(=S)n4c3c2)cc1 (stereo not drawn),0,0,-2,0,-6,0.14,16,-8,1522,-0.3,5.6
CS(=O)(=O)N(CC(=O)N1CCCCCC1)c1ccc(Br)cc1,0,2,0,2,-14,-1.2,-1,6,1384,2.0,1.1
Cc1nn(C)c(C)c1CNC(=O)c1cnn2c1NC(c1ccccc1)CC2C(F)(F)F (stereo not drawn),14,2,0,-4,7,/,0,-8,1717,-0.4,2.0
COc1cc(/C=C/C(=O)OCC(=O)NCc2cccs2)ccc1OCC#N,-2,-3,-6,-1,-4,1.3,7,-8,1377,0.0,3.6
COc1ccc(C2=[N+]([O-])C(C)(C)N(O)C2C)cc1 (stereo not drawn),-2,-4,-2,1,-1,-0.027,2,/,1506,0.4,0.8
CN1C(=O)/C(=C/c2cn(CC(=O)NCc3ccco3)c3ccccc23)NC1=S,16,-5,-5,9,-1,-0.8,23,-3,1915,-1.6,1.3
COc1cc(OC)cc(C(=O)N[C@H](C(=O)Nc2nc3ccc(S(C)(=O)=O)cc3s2)C(C)C)c1,8,1,-3,-2,-7,0.53,-8,-11,1509,-1.5,4.8
O=C(NC1CCCCC1)N(Cc1nc2ccccc2c(=O)[nH]1)C1CCCC1,0,2,3,-14,-2,-1.1,16,-31,1485,0.1,1.3
O=C(C1CCCC1)N1CCN=C1SCc1cccc([N+](=O)[O-])c1,4,12,-1,-3,-4,-1.7,6,-4,1413,0.4,0.3

9 successive compounds out of the list so far:
mol,PPARg SRC-1 ag,L major viab,Efa HMGR inh,PPARg SRC-3 ag,PPARg SRC2 recr,ROMK mod,bIAP inhibitor,S1P3 antagonist,TR-FRET SRC-2 ct,Redox H2O2 prof,RAM network inh
Cc1ccc(CNC(=O)c2ccc3c(=O)[nH]c4c(C(=O)NCC5CCCO5)sc(=S)n4c3c2)cc1 (stereo not drawn),0,0,-2,0,-6,0.14,16,-8,1522,-0.3,5.6
CS(=O)(=O)N(CC(=O)N1CCCCCC1)c1ccc(Br)cc1,0,2,0,2,-14,-1.2,-1,6,1384,2.0,1.1
Cc1nn(C)c(C)c1CNC(=O)c1cnn2c1NC(c1ccccc1)CC2C(F)(F)F (stereo not drawn),14,2,0,-4,7,/,0,-8,1717,-0.4,2.0
COc1cc(/C=C/C(=O)OCC(=O)NCc2cccs2)ccc1OCC#N,-2,-3,-6,-1,-4,1.3,7,-8,1377,0.0,3.6
COc1ccc(C2=[N+]([O-])C(C)(C)N(O)C2C)cc1 (stereo not drawn),-2,-4,-2,1,-1,-0.027,2,/,1506,0.4,0.8
CN1C(=O)/C(=C/c2cn(CC(=O)NCc3ccco3)c3ccccc23)NC1=S,16,-5,-5,9,-1,-0.8,23,-3,1915,-1.6,1.3
COc1cc(OC)cc(C(=O)N[C@H](C(=O)Nc2nc3ccc(S(C)(=O)=O)cc3s2)C(C)C)c1,8,1,-3,-2,-7,0.53,-8,-11,1509,-1.5,4.8
O=C(NC1CCCCC1)N(Cc1nc2ccccc2c(=O)[nH]1)C1CCCC1,0,2,3,-14,-2,-1.1,16,-31,1485,0.1,1.3
O=C(C1CCCC1)N1CCN=C1SCc1cccc([N+](=O)[O-])c1,4,12,-1,-3,-4,-1.7,6,-4,1413,0.4,0.3

(more compounds)
mol,PPARg SRC-1 ag,L major viab,Efa HMGR inh,PPARg SRC-3 ag,PPARg SRC2 recr,ROMK mod,bIAP inhibitor,S1P3 antagonist,TR-FRET SRC-2 ct,Redox H2O2 prof,RAM network inh
CCOc1cc(/C=C2\C(=O)N(c3cccc(C(F)(F)F)c3)C(=O)c3ccccc32)ccc1O,6,23,0,2,3,-1.2,6,-4,1556,0.1,3.1
CC(C)(C)NC(=O)CSc1nc(O)cc(=O)n1-c1ccccc1F,0,-4,-1,29*,-2,/,-4,/,1528,-0.1,0.3
Cc1c(N=C2C=C(Br)C(=O)C(Br)=C2)c(=O)n(-c2ccccc2)n1C,7,-2,5,6,8,-0.46,14,7,1545,0.1,6.1
Cc1ccc(O)c(C(=O)c2coc(=N)c(C(=O)NC(C)C)c2)c1,4,71*,-3,-1,14,-0.11,12,/,1523,0.3,0.3
COC(=O)c1cnc2c(C(F)(F)F)cccc2c1OC,6,-3,0,16,-1,/,4,25,1609,-0.2,0.1
COc1ccc(/C=C/c2nc3ccccc3n2Cc2ccc(OC)c(OC)c2)cc1,-9,36,1,-2,-6,/,30,12,1491,-0.1,0.5
O=C(CSc1nnnn1C1CCCCC1)Nc1ccccc1N1CCOCC1,0,60*,5,4,0,0.02,-19,-9,1427,0.3,-0.1
O=C(CC12CC3CC(CC(C3)C1)C2)N1CCCC1,5,-4,0,5,16,-0.38,11,/,1703,0.0,0.1
Cc1ccc(CNC(=O)CN(C)S(=O)(=O)c2cccc3nsnc23)cc1,6,-3,-4,6,3,/,10,28,1662,-0.6,2.8
O=C(NCc1cccnc1)c1cccc(-c2cc3ccccc3oc2=O)c1,11,3,4,2,-4,-0.5,6,-3,1502,-0.7,1.0
COc1ccc(NC(=S)N(Cc2ccc(C(=O)O)cc2)Cc2ccc(OC)c(OC)c2)cc1,10,-1,-1,-1,4,-0.077,-3,5,1451,-0.7,1.7
O=C(N/N=C/c1cccs1)c1ccccn1,6,-4,1,-1,0,-0.49,-5,/,1668,-4.2,1.2
COc1ccc(C)cc1NC(=O)Nc1cccc(C(=O)O)c1,2,-7,-4,1,-2,1,-1,-5,1549,-0.3,3.4
Cc1ccn2c(CNCCn3cccn3)c(C(=O)N3CCCCCC3)nc2c1,5,0,2,2,-3,-1.3,-32,-2,1456,0.3,1.9
Cc1[nH]c(=O)c(C#N)cc1-c1ccncc1,-3,1,-3,2,1,0.23,9,-14,1503,-0.3,0.1
CC(C)(C)NC(=O)C(=O)NNC(=O)c1ccco1,-2,9,-6,-3,-10,0.19,-34,-9,1546,-0.6,1.8
Cn1c(=O)c([N+](=O)[O-])c(Cl)c2ccccc21,-4,-5,1,-1,3,-5.1*,1,5,1419,-1.1,-1.4
CC(=O)n1cc(Nc2ccccc2C(=O)O)c2ccccc21,2,-11,-1,-3,0,/,4,-16,1529,1.7,-0.7
CCOc1ccc(NC(=O)c2ccncc2)cc1,-1,-2,0,14,-6,0.15,7,-12,1672,0.2,2.1
COC(=O)CN1C(=O)N/C(=C/c2cc3c(cc2OC)OCO3)C1=O,17,0,-3,15,2,0.072,-8,6,1653,0.3,1.4
O=C(NC(=S)Nn1cnc2c(cnn2-c2ccccc2)c1=O)c1ccc(Oc2ccccc2)cc1,2,21,2,-1,8,0.56,3,-6,1768,/,5.9
CCCCC(=O)N(CCOC)c1nnc(-c2cccnc2)s1,12,-2,-5,8,6,0.92,0,-25,1598,0.6,2.6
C=CCOc1c2ccc(C(=O)NCc3ccccc3OC)cc2nn1C,-4,-6,-6,2,6,/,3,/,1655,1.9,-0.5
COc1ccc(CNC(=O)COC(=O)/C=C/c2cccc(Br)c2)cc1,6,-1,2,4,-6,0.082,-3,7,1434,0.6,3.1
COc1ccc(-n2nc([N+](=O)[O-])c(=NCc3cccnc3)n2O)cc1,-6,82*,2,-3,-7,-0.47,21,-13,1519,0.2,2.6

Screening results from PubChem BioAssay.

Not a hit list. Share with any hit: about 13%.
